Assay outcomes from PubChem BioAssay.
Lipid storage S3 = qHTS Assay for Lipid Storage Modulators in Drosophila S3 Cells; Drosophila S3 cells, BODIPY lipid droplet fluorescence, 18-24 h; cells fed with added oleic acid; Potency in µM for hits, for the others lipid storage change, negative = inhibition, % at the top dose, mostly 46.1 µM; hit rate 0.64% among 320,000; active = well fitted inhibition curve with a large enough effect in the signal ratio, with a control signal flat, not every such curve was filed as active; inconclusive = small, poorly fitted or top-dose-only effect, or effect the other way, or a change in a side signal; the % refers to the signal ratio
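Drosophila S3 cells got compounds at several concentrations plus oleic acid (400 uM solution). Laser-scanning cytometry with 488 nm excitation read lipid droplets at 500-530 nm and cells at 575-640 nm. Percent activity was relative to 20 uM Triacsin C.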
Lipid storage S3 cell count max = also measured in Lipid storage S3; calls as there; cell number change, %; measured here: cell count max response;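 cells counted by Cell Tracker Red CMTPX staining in the red channel; peak over a dose series mostly up to 46.1 µM; percent activity relative to internal control wells on each plate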
Starred values were filed as active, the others as inactive; i = inactive; ? = inconclusive; . = no result given; [ ] = remark or other dose. % is scaled to controls: 0 for no effect and ±100 for the full control effect; potency is read from the fitted curve at half-maximal effect. Not all compounds are listed; count on the stated rates, not on these rows.

| SMILES | Lipid storage S3 | Lipid storage S3 cell count max |
| --- | --- | --- |
| Cc1ccc(N2CC(=O)N(CC(=O)O)C2=O)cc1 | 6% | 19 |
| OCCCc1nc2ccccc2n1CCc1ccccc1 | 6% | 9 |
| CC(NC(=O)c1ccccc1Cl)NC(=O)c1ccccc1Cl | ? | . |
| OCCCc1nc2n(n1)C(c1cccs1)C=C(c1ccccc1)N2 (centres undefined) | ? | . |
| CCOc1ccc(N=C(/C(C(=O)C(=O)N2CCOCC2)=C(\O)c2ccccc2)c2ccccc2)cc1 | -4% | -2 |
| COc1cccc(OC)c1OCCN1CCN(C(=O)c2ccco2)CC1 | ? | . |
| C/C(CC(=O)Nc1cccc(C(F)(F)F)c1)=N\NC(=O)c1ccncc1 | 4.6µM* | -7.9* |
| CCOC(=O)c1c(C)n(-c2ccc(C)cc2)c2ccc(OCC(O)CNCCCO)cc12 (centres undefined) | -1% | -23 |
| O=C(OCC(=O)c1ccc(S(=O)(=O)N2CCCC2)cc1)C1=COCCO1 | ? | . |
| COCCNC(=O)c1ccccc1NC(=O)CCSc1ccccc1 | ? | . |
| Cc1ccc(-n2c(=O)cc(NCc3cccnc3)[nH]c2=O)cc1 | ? | . |
| FC(F)Oc1ccccc1NC(=S)NCc1ccco1 | 5% | 9 |
| COC(=O)NCC(c1ccc2c(c1)OCO2)N1CCN(c2ccc(OC)cc2)CC1 (centres undefined) | ? | . |
| O=C(CCC(=O)c1ccccc1)NCc1ccccc1 | ? | . |
| O=S(=O)(Nc1ccc(N2CCOCC2)nn1)c1ccccc1 | ? | . |
| COc1ccc(Cl)cc1CSc1ncn[nH]1 | ? | . |
| CCCc1nc(N2CCN(S(=O)(=O)c3ccc(Cl)cc3)CC2)c2c(C)c(C)sc2n1 | 7% | . |
| COC(=O)c1ccccc1NC(=S)NC(NC(=O)c1ccccc1[N+](=O)[O-])C(Cl)(Cl)Cl (centres undefined) | -2% | -6 |
| C/C(Cc1ccccc1)=N\NC(=O)C1CCCCC1 | 11% | 15 |
| O=C(Nc1cnccn1)c1cccs1 | 21% | 25 |
| O=C(Nc1nnc(C2=COCCO2)o1)c1ccc(S(=O)(=O)N2CCCC2)cc1 | 1% | -4 |
| COc1ccc2oc(=O)c(/C(C)=N/NC(=O)c3ccncc3)cc2c1 | 8% | -3 |
| N#Cc1c(-c2ccccc2)cc(-c2ccco2)c(C#N)c1N | i | -9 |
| CCOC(=O)CCCNC(=O)COc1ccccc1C#N | ? | . |
| COc1ccc(-n2c(C)cc(C(=O)CSc3nn4c(=O)c(C(C)(C)C)nnc4s3)c2C)cc1 | ? | . |
| COc1cccc(N2C(=O)CN(Cc3ccccc3)C2=S)c1 | -8% | -2 |
| CCn1c(Cc2ccccc2)nnc1SCC(=O)Nc1nc2ccccc2s1 | 10% | -1 |
| O=C(Cn1nnc2ccccc21)OCC(=O)c1ccc(F)cc1 | 12% | 6 |
| C/C=C\C=C/C(=O)Nc1cccc(C2=NOC3(C2)C[C@@H](C(N)=O)N(C(=O)CCCCC)C3)c1 (some centres undefined) | ? | . |
| COc1ccc(CN2C(=NC(=O)c3ccccc3)SC3CS(=O)(=O)CC32)cc1 (centres undefined) | i | 45 |
| CC1CN(c2nc3ccccc3cc2-c2ccccc2)CC(C)O1 (centres undefined) | ? | . |
| O=C(CN1C(=O)NC2(CCCCC2)C1=O)Oc1ccc2c(C(F)(F)F)cc(=O)oc2c1 | ? | . |
| CC(Cc1cccs1)NC(=O)c1cccs1 (centres undefined) | ? | . |
| O=C(CO/N=C/c1ccccc1OC(F)F)NC1CCCCC1 | ? | . |
| COc1ccc(C)cc1-n1c(C)cc(C=O)c1C | 29%[9.22 µM] | -14 |
| O=C(NCc1ccc(Cl)cc1)C1CCCN(C(=O)c2ccc(Cl)cc2)C1 (centres undefined) | ? | . |
| CCOC(=O)c1c(S(=O)(=O)NCC(=O)Nc2ccccc2OC)c(C)n(C)c1C | -13% | . |
| Cc1nc2ccccn2c1C(=O)N/N=C/c1ccccc1 | -11% | 9 |
| CCn1cc(CNC(=O)C2C3CCC(C3)C2C(=O)O)cn1 (centres undefined) | ? | . |
| O=C(NCCc1ccccc1)c1ccccc1NC(=O)C1CCCCC1C(=O)O (centres undefined) | 16% | 3 |
| COc1ccc(NC(=O)Cn2c3ccccc3c3nc4n(c(=O)c32)CCS4)cc1OC | ? | . |
| COc1ccc(CCC(=O)NC(C)C)cc1 | ? | . |
| NC(=O)c1sc2nnc(-c3ccccc3)c(-c3ccccc3)c2c1N | ? | . |
| COc1ccccc1C(=O)NNC(=O)CCCN1C(=O)/C(=C/c2cccs2)SC1=S | ? | . |
| O=C1CSC(c2ccccc2[N+](=O)[O-])N1c1cccc(F)c1 (centres undefined) | -4% | 5 |
| CC1=C(CC(=O)O)c2cc(F)ccc2C1=Cc1ccc(S(C)(=O)=O)cc1 | -18% | -26 |
| Cc1cccn2c(=O)c3cc(C(=O)N4CCCC(C)C4)sc3nc12 (centres undefined) | ? | . |
| CCOC(=O)N1CCN(S(=O)(=O)c2ccc(C(=O)N(CCCN(C)C)c3nc4ccc(Cl)cc4s3)cc2)CC1 | ? | . |
| CCC(=O)c1c[nH]c(C(=O)NCCCN2CCOCC2)c1 | ? | . |
| c1ccc(-c2cnn3nnnc3n2)cc1 | ? | . |
| O=C(Nc1ccc(F)cc1)c1ccc(=O)[nH]n1 | ? | . |
| O=[N+]([O-])c1cccnc1Oc1ccc(OCc2ccccc2)cc1 | 9% | 16 |
| COC(=O)c1ccc(C(=O)NC(=S)Nc2nc3c(s2)CCCC3)cc1 | -1% | 1 |
| CCS(=O)(=O)N1Cc2ccccc2CC1C(=O)N(C)CC(=O)Nc1cccc(F)c1 (centres undefined) | ? | . |
| CC(=O)Nc1ccc(Nc2cc(C)c3ccccc3n2)cc1 | ? | . |
| COc1ccc(CCNCC(=O)N2C(C)CCCC2C)cc1OC (centres undefined) | ? | . |
| O=C(O)COCC(=O)Nc1ccc2c(c1)oc1ccccc12 | i | . |
| O=C(CCN1CCN(C/C=C/c2ccccc2)CC1)Nc1ccccc1Cl | ? | . |
| O=C(CSc1nnc(Cc2ccccc2)o1)NCCc1ccccc1 | ? | . |
| Cc1ccccc1NC(=O)C1CCN(C(=O)NC2CCCCC2)CC1 | i | 21 |

Exported with values under each structure: 5 of the compounds above
Every second line gives: Lipid storage S3	Lipid storage S3 cell count max
> CCOC(=O)N1CCN(S(=O)(=O)c2ccc(C(=O)N(CCCN(C)C)c3nc4ccc(Cl)cc4s3)cc2)CC1
  ?	.
> O=[N+]([O-])c1cccnc1Oc1ccc(OCc2ccccc2)cc1
  9%	16
> O=C(CCN1CCN(C/C=C/c2ccccc2)CC1)Nc1ccccc1Cl
  ?	.
> CCS(=O)(=O)N1Cc2ccccc2CC1C(=O)N(C)CC(=O)Nc1cccc(F)c1 (centres undefined)
  ?	.
> CC(=O)Nc1ccc(Nc2cc(C)c3ccccc3n2)cc1
  ?	.

(list continues)
| SMILES | Lipid storage S3 | Lipid storage S3 cell count max |
| --- | --- | --- |
| CCC(=O)N1CCN(c2ccnc3cc(Cl)ccc23)CC1 | 0% | 11 |
| Cn1cccc1CC(=O)NNC(=S)NC(=O)c1ccc(F)cc1 | 0% | 12 |
| O=C(Nc1ccccc1)NC1CCCc2ccccc21 (centres undefined) | 24%[9.22 µM] | 5 |
| Cc1ccc2[nH]c3c(c2c1)CN(C(=O)CN1CCN(c2ccccn2)CC1)CC3 | ? | . |
| CCOc1ccc(NC(=O)C2CCCN(S(=O)(=O)c3ccc4c(c3)CC(C)N4C(C)=O)C2)cc1 (centres undefined) | i | 13 |
| Cc1nc2cc(C(F)(F)F)ccc2n1CCNc1nc(-c2cc(Cl)c(N)c(Cl)c2)cs1 | -4% | -8 |
| Cc1ccc(S(=O)(=O)NCCC(=O)Nc2ccc(S(=O)(=O)NC(C)C)cc2)cc1 | ? | . |
| Cc1cccc(OCCNC(=O)c2ncn[nH]2)c1 | i | . |
| CN(CC(=O)Nc1ccc(N2CCOCC2)cc1)Cc1c(O)ccc2ccccc12 | ? | . |
| CN1CCN(CCNC(=O)Nc2ccc([N+](=O)[O-])cc2)CC1 | i | . |
| COc1ccc(-c2noc(CCC(=O)N(C)c3cccc(C)c3)n2)cc1 | ? | . |
| CCOc1ccccc1CNc1nc2ccccc2n1C | ? | . |
| Cc1nnc(SCc2nnc(-c3ccccc3Br)o2)n1-c1ccccc1 | ? | . |
| CC1CCC(NC(=O)C2CCC(CNS(=O)(=O)c3cccc4nsnc34)CC2)CC1 (centres undefined) | ? | . |
| CCC(NC(=O)C1CCC1)c1ccc(C)cc1 (centres undefined) | 10% | 1 |
| Cc1cc(C(=O)OCc2nc3ccccc3s2)c(C)o1 | 14% | -23 |
| COc1ccc(C)cc1NC(=O)c1[nH]c(C)c(C(C)=O)c1C | ? | . |
| Cc1cccc(NC(=S)NC2CC3CCC(C2)N3Cc2ccco2)c1C (centres undefined) | 10% | 7 |
| Cc1nn(Cc2ccccc2Cl)c2sc(C(=O)Nc3ccccc3N3CCOCC3)cc12 | ? | . |
| CC(C)CNC(=O)c1ccc2c(c1)C(=O)N(Cc1ccco1)C2=O | -16% | -8 |
| COCCn1c(SCC(=O)NC(C)c2ccc(F)cc2)nc2ccccc21 (centres undefined) | -23% | 25 |
| N/C(=N\OC(=O)CCc1ccccc1)c1ccc(Cl)cc1 | ? | . |
| COc1cc(NC(=O)c2ccccc2F)c(OC)cc1NC(=O)CN1CCCCC1 | ? | . |
| COc1ccc(S(=O)(=O)Nc2cccc(N(C)S(C)(=O)=O)c2)cc1Br | -8% | 10 |
| Clc1cccc(-c2nc(NCCCN3CCOCC3)c3ccccc3n2)c1 | -12% | 8 |
| CCC(=O)N1CCN(c2ccc(NC(=O)COc3ccccc3Cl)cc2)CC1 | ? | . |
| CCOC(=O)N1CCC(N2Cc3cccc(C(=O)Nc4ccc(S(=O)(=O)N(CC)CC)cc4)c3C2=O)CC1 | 4% | 14 |
| CCOc1ccc(S(=O)(=O)Nc2ccc(C(=O)NCc3ccncc3)cc2)cc1 | ? | . |
| O=C(NCC(=O)N1CCCC(C(F)(F)F)C1)c1ccccc1F (centres undefined) | ? | . |
| CCOC(=O)CNC(=O)c1ccc2[nH]c3c(c2c1)CCCC3 | ? | . |
| Cc1c(Cc2c(C)n(C)n(-c3ccccc3)c2=O)c(=O)n(-c2ccccc2)n1C | 4% | 22 |
| CCCn1nc(C(=O)Oc2ccc3c(C)cc(=O)oc3c2)c2ccccc2c1=O | 1% | 4 |
| Cc1ccc(Nc2nc(-c3sc(C)nc3C)cs2)cc1 | ? | . |
| C[C@H](NC(=O)c1nc[nH]c1C(=O)N[C@@H](Cc1ccccc1)C(=O)OCc1ccccc1)C(=O)OC(C)(C)C | ? | . |
| CCOC(=O)C1CCCN(C(=O)Nc2cccc(Cl)c2)C1 (centres undefined) | 24% | -5 |
| CCC(C)C(NC(=O)CCC(=O)OCC(=O)[C@@]1(O)CCC2[C@@H]3CCC4=CC(=O)C=C[C@]4(C)C3[C@@H](O)C[C@@]21C)C(=O)O (some centres undefined) | ? | . |
| O=C(O)C1CCN(c2ccc(S(=O)(=O)N3CCC(C(=O)O)CC3)cc2[N+](=O)[O-])CC1 | ? | . |
| S=c1[nH]nc(Cc2noc3ccccc23)n1-c1ccc(Cl)cc1 | 5% | 11 |
| Cc1ccc(S(=O)(=O)N2[C@@H](c3ccc(Cl)cc3)C(C(=O)O)=CC[C@H]2c2cccs2)cc1 | ? | . |
| O=C(C1CCCN(S(=O)(=O)c2cccc3nsnc23)C1)N1CCc2ccccc21 (centres undefined) | -28% | -15 |
| CCOC(=O)C1(CCc2ccccc2)CCN(C(=O)c2occc2C)CC1 | 12% | 14 |
| COc1cc(CN2CCc3ccccc3C2)cc([N+](=O)[O-])c1O | i | -22 |
| CCOCC(=O)N1CCN(c2cccc(Cl)c2)CC1 | ? | . |
| Cc1c(N2C(=O)c3ccc(F)cc3C2=O)c(=O)n(-c2ccccc2)n1C | 6% | 4 |
| Cn1c2c(c(=O)n(C)c1=O)C(C(F)(F)F)(C(F)(F)F)N=C(c1ccccc1Cl)N2 | ? | . |
| CCCSc1nn2c(=O)c3ccccc3nc2s1 | i | . |
| Cc1ccc(Nc2c3c(nc4ccccc24)CCC3)cc1 | -11% | -14 |
| COc1ccccc1-c1ccc(SCc2ccc(C)cc2)nn1 | 2% | -3 |
| COC1CCN(C(=O)CC2C(=O)NCCN2CC2CCCCC2)CC1 (centres undefined) | 0% | 1 |
| CC(C)C[C@H](NC(=O)C1CCN(S(=O)(=O)c2ccccc2)CC1)C(=O)NCc1ccncc1 | ? | . |
| COc1ccc2nc(SCC(=O)Nc3c(C)cc(C)cc3C)[nH]c2c1 | 17% | -10 |
| O=CNc1ccc(S(=O)(=O)NCc2ccccc2)cc1 | ? | . |
| CCOc1ccc(S(=O)(=O)Nc2cccnc2)cc1 | 12% | -4 |
| Cc1cccc(NC(=O)CSc2nc3ccccc3c3nc(CCc4c(C)n[nH]c4C)nn23)c1 | ? | . |
| c1ccc(-c2ncc3ccccn23)cc1 | 2% | 0 |

Already shown: entries from further up.
| SMILES | Lipid storage S3 | Lipid storage S3 cell count max |
| --- | --- | --- |
| CCCSc1nn2c(=O)c3ccccc3nc2s1 | i | . |
| Cc1ccc(Nc2c3c(nc4ccccc24)CCC3)cc1 | -11% | -14 |
| COc1ccccc1-c1ccc(SCc2ccc(C)cc2)nn1 | 2% | -3 |
| COC1CCN(C(=O)CC2C(=O)NCCN2CC2CCCCC2)CC1 (centres undefined) | 0% | 1 |
